# Screening results (PubChem BioAssay)
# UGM FP inh: M. tuberculosis UGM enzyme inhibitors, primary screen, biochemical, fluorescence polarization, single point; actives 0.06% (n = 320,000); inhibition, % at 10 µM; purified UGM, fluorescence polarization probe displacement; UDP-galactopyranose mutase (Mycobacterium tuberculosis (strain ATCC 25618 / H37Rv)), …; in the data active means inhibition above about 10%, passing the limit was not always enough
# MazF activator: activators of E. coli MazEF toxin-antitoxin RNase, primary screen, biochemical, fluorescence, uHTS | actives 0.32% (n = 350,000) | FAM/BHQ RNA-DNA oligo cleavage fluorescence, 5 h | activation, % at 20 µM | Endoribonuclease toxin MazF (Escherichia coli (strain K12)), P0AE70; in the data active means activation above about 50%
# Target sequence (P0AE70 whole entry, looked up): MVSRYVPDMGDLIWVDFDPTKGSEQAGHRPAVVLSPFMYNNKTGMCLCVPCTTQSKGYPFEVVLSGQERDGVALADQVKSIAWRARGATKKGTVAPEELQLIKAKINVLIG
# 3CLpro inhibitor: SARS-CoV 3CLpro protease inhibitors, primary screen, biochemical, quenched FRET; AID 1706, 2009; actives 0.14% (n = 290,000); inhibition, % at 6 µM; recombinant SARS-CoV 3CLpro, quenched FRET peptide cleavage; in the data active means inhibition above about 12%
# Vc quorum ag: inducers of Vibrio cholerae quorum light production without autoinducers, primary screen, BH1578 luxS cqsA deficient, single point; activation, % at 18.7 µM; actives 0.16% (n = 350,000); AID 588436, 2011; V. cholerae BH1578 lux reporter, luminescence, 6 h; in the data active means activation mostly above about 9.7%, no sharp cut-off; further: not every result past the cut was called active; inactives centre near 0; reference of the scale not given here
# Rv3671c inh: Rv3671c serine protease inhibitors, primary screen, biochemical, fluorescence polarization, M. tuberculosis H37Rv; P9WHR9; inhibition, % at 5.96 µM; actives 0.048% (n = 320,000); in the data active means inhibition above about 38%;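 further: extracellular domain of Rv3671c used as enzyme; 0% = enzyme with DMSO and 100% = no enzyme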
# Target sequence (P9WHR9 whole entry, looked up, the tested form may be a part): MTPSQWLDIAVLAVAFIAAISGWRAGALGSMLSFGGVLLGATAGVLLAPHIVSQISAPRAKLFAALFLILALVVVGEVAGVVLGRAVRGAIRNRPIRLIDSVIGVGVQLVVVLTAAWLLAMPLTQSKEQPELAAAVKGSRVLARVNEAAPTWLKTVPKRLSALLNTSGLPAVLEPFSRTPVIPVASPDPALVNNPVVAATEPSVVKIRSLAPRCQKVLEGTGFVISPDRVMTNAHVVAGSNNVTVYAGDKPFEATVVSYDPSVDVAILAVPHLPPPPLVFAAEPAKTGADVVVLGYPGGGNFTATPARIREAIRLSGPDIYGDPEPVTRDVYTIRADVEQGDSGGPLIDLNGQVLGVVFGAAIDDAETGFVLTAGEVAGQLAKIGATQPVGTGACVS
# DUSP3 inh: VHR1 phosphatase inhibitors, primary screen, biochemical, absorbance, uHTS; recombinant VHR phosphatase, pNPP absorbance; actives 0.52% (n = 290,000); Dual specificity protein phosphatase 3 (Homo sapiens), P51452; inhibition, % at 13.3 µM; in the data active means inhibition above about 50%; further: some compounds called inactive have numbers as strong as hits
# Target sequence (P51452 whole entry, looked up): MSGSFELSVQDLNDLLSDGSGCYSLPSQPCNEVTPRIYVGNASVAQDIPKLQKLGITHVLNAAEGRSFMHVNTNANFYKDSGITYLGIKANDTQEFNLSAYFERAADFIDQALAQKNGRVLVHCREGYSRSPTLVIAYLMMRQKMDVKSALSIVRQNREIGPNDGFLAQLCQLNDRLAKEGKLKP
# PriA SSB inh: inhibitors of Klebsiella pneumoniae PriA binding to SSB C-terminal tail, primary screen, biochemical, AlphaScreen | PriA–SSB C-terminal tail interaction (Klebsiella pneumoniae) | AlphaScreen SSBct-PriA binding, biotinylated peptide | inhibition, % at 33 µM | actives 0.6% (n = 430,000); in the data active means inhibition mostly above about 37%, no sharp cut-off; inactive means mostly below about 20%;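 further: plate controls were negative control peptide for no effect and reference peptide for full effect; strong numbers were not always called active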
# FBA Mtb inh: Mtb FBA enzyme inhibitors, primary screen, biochemical, fluorescence, strain H37Rv; purified M. tuberculosis FBA, fluorescence read-out; inhibition, % at 1 µM; actives 2.3% (n = 360,000); in the data active means inhibition above about 27%;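 further: 0% = vehicle and 100% = reference inhibitor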
# Target sequence (P9WQA3 whole entry, looked up): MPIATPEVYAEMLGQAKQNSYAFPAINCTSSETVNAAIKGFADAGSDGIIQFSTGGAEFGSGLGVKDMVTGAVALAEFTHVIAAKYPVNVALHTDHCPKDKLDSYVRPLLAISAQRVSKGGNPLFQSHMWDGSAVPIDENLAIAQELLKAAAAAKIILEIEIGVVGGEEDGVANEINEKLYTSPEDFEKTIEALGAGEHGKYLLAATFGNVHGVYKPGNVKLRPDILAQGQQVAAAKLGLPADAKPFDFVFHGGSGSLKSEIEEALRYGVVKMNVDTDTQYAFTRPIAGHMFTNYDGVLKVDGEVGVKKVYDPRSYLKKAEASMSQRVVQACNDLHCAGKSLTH
# GDH-TPI inh: GDH-TPI coupling enzyme inhibitors, primary screen, artefact control for M. tuberculosis FBA inhibitor project, biochemical, absorbance, full deck; GDH-TPI coupled enzyme counterscreen, NADH absorbance; inhibition, % at 4.8 µM; actives 1.2% (n = 360,000); in the data active means inhibition above about 30%;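 further: 0% = DMSO wells and 100% = wells lacking the enzyme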
# BioA inh: M. tuberculosis BioA enzyme inhibitors, primary screen, biochemical, plate reader, single point, HTS | purified M. tuberculosis BioA enzyme | inhibition, % at 9.99 µM | actives 0.096% (n = 360,000); in the data active means inhibition above about 40%
# * = called active by the depositor; i = inactive; · = not tested or not shown; & = joins results of further samples. The list is partial; the hit share may differ from the screen's.
1	Cc1cn(C2CCCO2)c(=O)nc1N (configuration not stated)
2	Cc1cc(Nc2ccccc2)n(-c2nc3ccccc3[nH]2)n1
3	C=CCn1c(SCC(=O)Nc2ncc(Cc3ccc(C)c(Cl)c3)s2)nnc1-c1ccncc1
4	COc1cc2sc(-c3ccc(S(C)(=O)=O)cc3)c(-c3ccc4c(c3)OCO4)c2cc1OC
5	Cc1ccc(C(C)C)c(OCCCCN2CCNCC2)c1
6	Cc1ccc(C(=O)OC2CCOC2=O)cc1NC(=O)c1ccco1 (configuration not stated)
assay / entry,1,2,3,4,5,6
FBA Mtb inh,2.2,0.9,5.8,32.3*,0.6,-2.2
MazF activator,2.5,8.5,-17.2,-11.8,9.8,-9.8
PriA SSB inh,-4.3,-14.5,5.5,-5.5,0.4,-54.6
GDH-TPI inh,3.2,17.2,0.0,16.4,8.6,-3.2
DUSP3 inh,·,17.2,10.3,·,9.8,-6.0
Vc quorum ag,0.9,i,-0.7,0.8,-0.6,-0.6
Rv3671c inh,·,-0.5,-4.9,3.0,3.2,5.4
UGM FP inh,·,0.9,-0.1,-3.0,-1.1,-1.3
BioA inh,-1.2,0.2,-1.0,-0.3,-1.9,-1.9
3CLpro inhibitor,·,0.9,-6.2,·,5.1,-3.9

7	CCN(CC)CCNC(=O)C1CCC(=O)N1CCc1ccccc1 (configuration not stated)
8	C[C@H]1CN([C@@H](C)CO)C(=O)c2cc(Br)cnc2O[C@@H]1CN(C)C(=O)NC1CCCCC1
9	CCOc1ccc(N(C(C)C(=O)N2CCCC2)S(C)(=O)=O)cc1 (configuration not stated)
10	O=c1[nH]c(/C=C/c2ccccc2F)nc2ccccc12
11	COc1ccc(CC2(CCc3ccccn3)C(=O)NC(=O)N(c3ccccc3C)C2=O)cc1OC (configuration not stated)
12	CCOC(=O)/C=C1\SCC(=O)N1CC(=O)Nc1ccc2c(c1)CCC2
assay / entry,7,8,9,10,11,12
FBA Mtb inh,1.3,-1.4,-2.7,2.1,-1.1,-2.3
MazF activator,5.0,6.0,5.3,-0.2,11.0,11.9
PriA SSB inh,1.2,·,3.9,-11.5,-7.9,0.2
GDH-TPI inh,6.8,8.2,10.1,11.1,-2.5,-10.7
DUSP3 inh,30.2,·,-11.8,43.0,12.9,16.5
Vc quorum ag,i,2.4,-0.8,i,-1.4,i
Rv3671c inh,-7.5,·,2.7,·,-2.2,4.4
UGM FP inh,0.7,·,1.6,-1.2,-0.2,-0.9
BioA inh,-1.8,1.7&-2.0,0.0,0.0,·,-0.8
3CLpro inhibitor,1.6,·,-2.7,4.2,1.8,-1.8

13	CCc1cccc(NC(=O)c2ccc(Cn3c(=O)[nH]c4ccsc4c3=O)cc2)c1
14	CCc1ccc(NC(=O)CS(=O)CC(=O)Nc2ccc(F)cc2F)cc1 (configuration not stated)
15	COc1ccc(NC(=O)c2cc([N+](=O)[O-])ccc2N2CCNCC2)cc1
16	COc1ccc(-c2[nH]nc3c2C2(C(=O)N(CC(=O)O)c4ccccc42)C(C#N)=C(N)O3)cc1OC (configuration not stated)
17	O=C(CSc1nnnn1-c1cccnc1)Nc1ccc(OCc2ccccc2)cc1
18	O=C(NNC(=O)c1cnccn1)c1cccc([N+](=O)[O-])c1
assay / entry,13,14,15,16,17,18
FBA Mtb inh,2.1,0.4,0.1,-0.7,-3.1,-1.5
MazF activator,-1.6,-6.0,-2.4,-0.1,-13.6,10.4
PriA SSB inh,-14.0,-7.7,-4.9,-9.4,5.5,-12.8
GDH-TPI inh,13.5,-5.8,10.2,1.1,3.2,13.5
DUSP3 inh,26.3,6.6,22.5,-11.3,24.9,-1.0
Vc quorum ag,i,-0.2,-0.2,-0.6,i,-6.2
Rv3671c inh,-33.9,-3.8,3.9,-5.9,-16.2,-4.8
UGM FP inh,-7.0,0.9,-0.9,0.1,-2.2,1.0
BioA inh,-2.0,·,·,-1.1,-1.6,-0.7
3CLpro inhibitor,1.2,2.1,0.8,-0.6,-2.5,5.1

19	COc1ccc(-n2c(=S)[nH]c3cc(C(=O)Nc4ccc(OC)c(OC)c4)ccc3c2=O)cc1
20	O=C(c1cc(-c2ccc(Cl)cc2)n(-c2ccc(Cl)cc2)n1)N1CCOCC1
21	CN(C)c1ccc(C(=O)NNC(=O)c2ccc(Cl)cc2)cc1
22	COc1ccc(N(C)S(=O)(=O)c2c(C)[nH]c(=O)[nH]c2=O)c(OC)c1
23	CC(OC(=O)c1cccc(-n2cnnn2)c1)C(=O)Nc1ccc(F)cc1Cl (configuration not stated)
24	O=C(NCc1ccccc1F)c1cccc(S(=O)(=O)NCc2ccccc2)c1
assay / entry,19,20,21,22,23,24
FBA Mtb inh,-2.0,0.2,1.9,1.3,-0.2,-1.3
MazF activator,28.7,0.7,8.3,2.1,-1.2,2.8
PriA SSB inh,5.5,-7.8,-1.7,-9.0,4.9,-6.2
GDH-TPI inh,5.6,2.5,8.4,-2.5,-1.4,-6.6
DUSP3 inh,17.0,20.2,13.3,6.6,·,-13.9
Vc quorum ag,-0.3,-0.5,-0.1,i,0.1,·
Rv3671c inh,-8.7,-6.2,-0.9,4.3,-2.7,-2.3
UGM FP inh,-2.7,-1.0,-1.4,-0.7,-0.2,-4.5
BioA inh,-1.6,8.6,-0.5,-0.2,-0.9,3.5
3CLpro inhibitor,-11.4,3.2,3.6,4.4,·,2.6

25	CCC(C)c1ccc(NC(=O)C2CC2)cc1 (configuration not stated)
26	O=C(c1cn(-c2ccccc2)nc1-c1cccnc1)N1CCN(S(=O)(=O)c2ccc(Cl)cc2)CC1
27	CCOc1cc(N2CCOCC2)c(OCC)cc1NC(=O)Cn1cnnn1
28	O=C(Cn1nnc(-c2ccc(CN3CCOCC3)cc2)n1)NC1CCCCC1
29	CC(C)CNC(=S)N1CCC(C(=O)c2ccc(F)cc2)CC1
30	COc1ccc(NC(=O)Nc2cc(C)cc(C)c2)cn1
assay / entry,25,26,27,28,29,30
FBA Mtb inh,1.8,1.5,1.9,1.1,1.5,1.6
MazF activator,-3.7,2.8,2.0,5.1,6.1,-48.9
PriA SSB inh,-17.2,8.4,2.5,-17.9,3.9,-4.4
GDH-TPI inh,3.3,-2.1,-4.6,3.4,5.1,-5.4
DUSP3 inh,-13.3,·,·,25.4,-27.2,19.4
Vc quorum ag,1.2,-1.6,-1.7,-0.4,1.3,-0.2
Rv3671c inh,-2.4,·,-6.5,-2.5,1.5,6.0
UGM FP inh,0.7,·,3.0,-1.2,-0.3,1.9
BioA inh,1.2,-0.5,0.2,-0.8,7.7,-2.7
3CLpro inhibitor,-4.2,·,·,-3.0,2.6,-5.6

31	CCCOc1ccc(C(=O)N2CCCC2)cc1OC
32	COc1ccc(CCNC(=O)CN(C2CCCCC2)S(C)(=O)=O)cc1
33	CC1(C)N=C(c2ccccc2)[C@@H]2C(c3ccc([N+](=O)[O-])cc3)N21 (some centres not stated)
34	CC1CCCN(C(=S)NCc2ccccc2)C1 (configuration not stated)
35	COc1ccc(CC(N)c2csc(NC(=O)c3ccccc3OC)n2)cc1 (configuration not stated)
36	O=C(O)[C@H](Cc1ccccc1)NC(=O)N1CCC(Cc2ccccc2)CC1
assay / entry,31,32,33,34,35,36
FBA Mtb inh,-0.1,5.2,1.4,1.3,2.1,-6.2
MazF activator,0.5,3.0,0.1,3.9,·,-0.9
PriA SSB inh,-13.3,4.4,9.2,-6.4,·,-2.0
GDH-TPI inh,0.0,-11.8,4.6,-1.5,7.5,18.5
DUSP3 inh,13.4,-11.2,-6.9,-2.2,·,12.7
Vc quorum ag,1.3,6.1,-0.4,1.5,i,6.2
Rv3671c inh,-2.0,-3.3,-1.1,3.8,·,-8.5
UGM FP inh,1.6,-1.3,2.8,3.0,·,4.1
BioA inh,0.0,-0.7,-1.0,-0.2,-2.7,-0.1
3CLpro inhibitor,-5.1,0.6,5.2,-0.1,·,2.2

# A draw from above in order of molar mass, largest number first:
36	O=C(O)[C@H](Cc1ccccc1)NC(=O)N1CCC(Cc2ccccc2)CC1
31	CCCOc1ccc(C(=O)N2CCCC2)cc1OC
34	CC1CCCN(C(=S)NCc2ccccc2)C1 (configuration not stated)
assay / entry,36,31,34
FBA Mtb inh,-6.2,-0.1,1.3
MazF activator,-0.9,0.5,3.9
PriA SSB inh,-2.0,-13.3,-6.4
GDH-TPI inh,18.5,0.0,-1.5
DUSP3 inh,12.7,13.4,-2.2
Vc quorum ag,6.2,1.3,1.5
Rv3671c inh,-8.5,-2.0,3.8
UGM FP inh,4.1,1.6,3.0
BioA inh,-0.1,0.0,-0.2
3CLpro inhibitor,2.2,-5.1,-0.1

# Continuation.
37	COc1ccc(CN2CCC(C(=O)Nc3ccc(Oc4cccnc4)cc3)CC2)c(C)c1C
38	Oc1ccccc1Nc1nc(-c2ccccc2O)nc2ccccc12
39	O=C(NC1CCC1)C1CCC(=O)N(Cc2ccc(Cl)cc2)C1 (configuration not stated)
40	CC(C)(C)OC(=O)N1CCN(C(=O)c2[nH]cnc2C(=O)Nc2ccon2)CC1
41	O=C(Nc1ccc(F)cc1)c1ccc(S(=O)(=O)NCC2CCCO2)cc1 (configuration not stated)
42	O=C(N/N=C/c1c(O)ccc2ccccc12)c1[nH]ncc1Br
assay / entry,37,38,39,40,41,42
FBA Mtb inh,-1.0,-2.6,-1.9,-0.8,-1.4,-1.2
MazF activator,11.6,7.4,-6.6,1.9,3.2,-36.6
PriA SSB inh,3.9,-14.6,·,-5.9,-9.6,·
GDH-TPI inh,6.9,3.5,2.7,-6.3,0.4,12.1
DUSP3 inh,-3.6,20.1,·,·,-10.5,-6.9
Vc quorum ag,-0.3,i,-0.4,0.4,i,i
Rv3671c inh,-1.7,·,·,-0.1,-1.9,23.1
UGM FP inh,-0.3,-1.8,·,4.0,-1.9,-3.1
BioA inh,-1.7,1.2,0.2,-0.2,0.3,·
3CLpro inhibitor,-1.1,-1.1,·,·,3.0,-0.4

# Brought forward from above: four entries; new compounds follow.
39	O=C(NC1CCC1)C1CCC(=O)N(Cc2ccc(Cl)cc2)C1 (configuration not stated)
40	CC(C)(C)OC(=O)N1CCN(C(=O)c2[nH]cnc2C(=O)Nc2ccon2)CC1
41	O=C(Nc1ccc(F)cc1)c1ccc(S(=O)(=O)NCC2CCCO2)cc1 (configuration not stated)
42	O=C(N/N=C/c1c(O)ccc2ccccc12)c1[nH]ncc1Br
43	COc1cccc(N2CCN(C(=O)c3ccc4nc[nH]c4c3)CC2)c1
44	O=c1c2ccccc2[nH]c(=S)n1CCc1ccccc1
45	CCOc1cc(C(C#N)N2CCCCC2)ccc1OC (configuration not stated)
46	Cn1c(=O)c2c(nc(CN3CCN(C(=O)c4ccco4)CC3)n2CCCO)n(C)c1=O
47	CCN(CC)S(=O)(=O)c1ccc(NC(=O)CCNC(=O)c2ccccc2)cc1
assay / entry,39,40,41,42,43,44,45,46,47
FBA Mtb inh,-1.9,-0.8,-1.4,-1.2,-0.3,-2.5,-0.5,-8.7,2.4
MazF activator,-6.6,1.9,3.2,-36.6,5.0,2.0,2.3,6.8,-10.0
PriA SSB inh,·,-5.9,-9.6,·,2.2,12.7,-6.0&-12.3,-8.2,7.4
GDH-TPI inh,2.7,-6.3,0.4,12.1,0.3,0.4,3.9,-15.3,-4.8
DUSP3 inh,·,·,-10.5,-6.9,38.8,-6.7,35.6,27.4,10.4
Vc quorum ag,-0.4,0.4,i,i,i,-0.2,i,i,0.6
Rv3671c inh,·,-0.1,-1.9,23.1,5.3,-27.8,-2.3,0.8,·
UGM FP inh,·,4.0,-1.9,-3.1,0.8,-1.8,1.5,-1.5,-1.5
BioA inh,0.2,-0.2,0.3,·,2.2,·,-0.5,0.3,2.7
3CLpro inhibitor,·,·,3.0,-0.4,1.7,5.1,3.0,2.2,-1.2
